# Assay outcomes as filed in PubChem.
# Rad51 HR inh = Rad51 (human) homologous recombination inhibition | inhibition, % at 10 µM | hRad51 DNA strand exchange, fluorescence dequenching | Q06609 | actives 0.085% (n = 200,000);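 active = inhibition above 40% at the single screening dose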;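 note: 0% = DMSO control wells and 100% = blanks with heterologous ssDNA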
# Target sequence (Q06609 whole entry, looked up): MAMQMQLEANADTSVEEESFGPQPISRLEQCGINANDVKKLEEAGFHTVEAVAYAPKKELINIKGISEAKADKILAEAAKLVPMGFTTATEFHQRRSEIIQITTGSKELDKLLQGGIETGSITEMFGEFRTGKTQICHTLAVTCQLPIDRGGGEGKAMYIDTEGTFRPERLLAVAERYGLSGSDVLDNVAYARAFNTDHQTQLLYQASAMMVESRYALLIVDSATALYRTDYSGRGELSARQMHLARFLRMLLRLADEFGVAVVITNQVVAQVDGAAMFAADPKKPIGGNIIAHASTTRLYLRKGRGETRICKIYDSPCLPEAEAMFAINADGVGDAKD
#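 System: human Rad51 nucleoprotein filaments preassembled on unlabelled ssDNA. Reagent: labelled 47-mer dsDNA for strand exchange. Schedule: 30-min compound preincubation and 15-min exchange, both room temperature. Measured by: FRET fluorescence dequenching, excitation 485 nm, emission 520 nm. Read-out: Fluorescence-based percent inhibition, control- and blank-normalised. Benchmarks: plate controls and plate blanks.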
# m-calpain inh = inhibitors of pig calpain II; actives 0.37% (n = 220,000); purified calpain II, fluorogenic peptide substrate, 30 min; AID 1236; inhibition, % at 16 µM;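 active = inhibition above about 50%, limit read from the data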
# PERK inhibitor = inhibitors of human PERK kinase | Q9NZJ5 | CHO PERK-DD fusion, SEAP luminescence translation reporter | inhibition, % at 5.6 µM | actives 0.17% (n = 220,000) | AID 1416;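 active = inhibition above the mean inhibition of all tested compounds plus 3 SD, set separately per screening campaign, cut at about 2.9% in these data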;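 note: PERK kinase domain activated by AP20187 dimerizer at 100 nM; 0% = DMSO with dimerizer and 100% = rapamycin at 8.4 µM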
# thrombin 1536 = blocks human thrombin protease activity; actives 0.26% (n = 220,000); alpha-thrombin, Boc-VPR-AMC fluorogenic substrate cleavage; inhibition, % at 5 µM;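 active = inhibition at or above 40%; inactive = inhibition below 40%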;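 note: 0% = enzyme with no compound and 100% = wells without enzyme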
#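 System: human alpha-thrombin protein; Compound dosing: one concentration per compound, 5 µM, with 0.2% DMSO; Timing: reaction at room temperature; Technique: AMC fluorescence, 355/460 nm; Controls: enzyme without compound as high, wells lacking enzyme as low.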
# Furin inh = inhibitors of human furin; inhibition, % at 30 µM; purified furin, fluorogenic substrate cleavage; actives 0.061% (n = 220,000); in the data active = inhibition above about 25%; note: inactives centre near -15
# Target sequence (P09958 108-714 limits assumed): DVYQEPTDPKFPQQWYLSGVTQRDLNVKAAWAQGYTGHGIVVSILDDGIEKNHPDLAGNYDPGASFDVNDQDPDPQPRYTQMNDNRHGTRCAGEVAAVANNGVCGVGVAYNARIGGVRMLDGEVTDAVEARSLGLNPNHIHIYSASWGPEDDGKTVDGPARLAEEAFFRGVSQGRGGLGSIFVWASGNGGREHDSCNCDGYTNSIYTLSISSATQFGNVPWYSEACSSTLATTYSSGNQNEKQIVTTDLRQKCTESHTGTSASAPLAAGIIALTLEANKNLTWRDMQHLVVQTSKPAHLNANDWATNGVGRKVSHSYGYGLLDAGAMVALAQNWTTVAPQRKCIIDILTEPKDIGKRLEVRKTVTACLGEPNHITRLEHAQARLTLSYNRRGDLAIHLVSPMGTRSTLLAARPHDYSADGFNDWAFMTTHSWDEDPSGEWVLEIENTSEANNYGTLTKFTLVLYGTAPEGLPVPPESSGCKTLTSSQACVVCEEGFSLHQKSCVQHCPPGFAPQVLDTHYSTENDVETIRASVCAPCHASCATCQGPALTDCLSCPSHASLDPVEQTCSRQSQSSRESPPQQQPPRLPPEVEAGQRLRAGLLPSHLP
# FXIa inh = inhibitors of human coagulation factor XIa. P03951. purified FXIa, Boc-Glu-Ala-Arg-AMC fluorogenic substrate. inhibition, % at 5 µM. actives 0.14% (n = 220,000);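 active = inhibition of at least 40%; inactive = inhibition below 40%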;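 note: fluorescence of freed AMC excited at 355 nm; 0% = enzyme without compound and 100% = no enzyme blank; many of its hits are not listed in these tables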
# Cl transport mod = modulators of human KCC2 chloride dependent transport; B-score of Tl+ flux slope (higher = more flux/activation; lower = inhibition) at 10 µM; actives 2.2% (n = 190,000); KCC2 cells, thallium flux FluoZin-2 fluorescence; AID 1456; Q9H2X9;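 active = thallium flux slope and its plate-corrected score both differing from the plate sample mean at a set confidence after two filtering rounds, in either direction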;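 note: slope of fluorescence scaled to starting intensity during 10 to 20 s after thallium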
# FXIIa inh = blocks human coagulation factor XIIa protease activity | actives 0.3% (n = 220,000) | inhibition, % at 5 µM | purified FXIIa, Boc-QGR-AMC fluorogenic substrate, 2 h; in the data active = inhibition above about 40%;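 note: 0% = enzyme with no compound and 100% = blank without enzyme; many of its hits are not listed in these tables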
# hK5 inh = inhibitors of human kallikrein 5. Q9Y337. recombinant hK5, fluorogenic AMC substrate cleavage. inhibition, % at 5 µM. actives 0.59% (n = 210,000);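 active = inhibition of 40% or more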;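 note: 0% = enzyme controls without compound and 100% = no-enzyme blanks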
# * hit, by the source's call; i = inactive; . = no result given; [ ] = remark or other dose.
SMILES,Rad51 HR inh,m-calpain inh,PERK inhibitor,thrombin 1536,Furin inh,FXIa inh,Cl transport mod,FXIIa inh,hK5 inh
Cc1ccc2c(c1Cl)NC(C(=O)O)C1CC(Sc3ccccc3[N+](=O)[O-])C(Cl)C21 (stereo not given),.,-16,-0.1,-3,-17,0,-1.8,4,1
CCCCc1ncc(CN2CCCC(C(=O)c3ccc(SC)cc3)C2)[nH]1 (stereo not given),.,8,-1.0,-6,-20,1,-0.8,8,1
Cc1[nH]c2ccccc2c1/C=N/O,-2,6,-0.1,0,-3,-7,0.28,-3,3
CC1(C)CC(=O)C(C2(O)C(=O)NC(=O)NC2=O)=C(O)C1,3,-1,0.8,0,-17,9,0.013,16,7
O=C1/C(=C/c2cccc([N+](=O)[O-])c2)N2CCC1CC2,3,-14,1.0,-5,-20,4,-0.6,6,-11
CCCCn1c(O)c(C(C)=NCc2ccc3c(c2)OCO3)c(=O)[nH]c1=O,13,10,-1.9,1,-13,3,-1.5,3,1
COc1c(C)cc(C(=O)C2CCCN(Cc3cnc(C)s3)C2)cc1C (stereo not given),5,13,1.8,-2,-29,1,1.1,4,.
CC(=O)Nc1ccccc1C(=O)OCC(=O)c1ccc2c(c1)OCCO2,7,-4,0.1,-17,-15,6,-0.39,12,-4
COc1ccc(-c2cc(=NCCC(=O)O)c3cc(C)ccc3o2)cc1,-27,i,0.8,-42,-398,-39,0.45,-44,-44
Cn1cccc1CNCCc1ccccc1F,-1,-6,-0.4,-4,-32,-2,0.22,4,-2
CCc1c(C(=O)NN2C(=O)C3C4CCC(O4)C3C2=O)csc1C (stereo not given),.,1,-0.5,-4,-10,-4,0.48,5,-6
COc1ccc(OCC(=O)Nc2ccc(Cl)cc2C(=O)c2ccccc2)cc1,-3,-10,0.6,-1,-14[20 µM],3,0.56,14,17
COc1ccc(Cc2c(O)[nH]c(=O)[nH]c2=O)c(OC)c1,-8,-10,-0.1,2,-7,2,-0.16,7,3
COc1ccc(CCn2c(O)c(/C=N/N3CCCCC3)c(=O)[nH]c2=O)cc1OC,-3,16,0.4,-7,-2,33,-1,11,-7
CN1CCN(Cc2ccc(N)cc2)CC1,-4,25,0.4,-6,-12,-2,.,11,2
Cc1ccc(CN2CC3CC(C2)c2cccc(=O)n2C3)cc1 (stereo not given),-3,-57,0.8,-10,-4,-6,.,1,-4
Cn1c(O)c(C2=NN(C(=O)CCl)C(c3ccccc3)C2)c(=O)n(C)c1=O (stereo not given),11,-3,0.1,-3,-11,-6,-0.23,1,-9
O=C(C1CCN(c2nc3ccc(Br)cc3s2)CC1)N1CCC2(CC1)OCCO2,5,-57,-0.7,-5,-15,-3,-5.1*,0,0
CN1CCN(CC(=O)Nc2ccc([N+](=O)[O-])cc2C(=O)c2ccccc2)CC1,-8,14,0.0,23,-8,27,-1.2,35,18
CCCC(=O)NC(Oc1ccc(C(C)=O)cc1)C(Cl)(Cl)Cl (stereo not given),1,24,0.1,-10,-16,-3,0.083,0,2
CC(C(=O)c1cn(C)c2ccccc12)c1ccccc1 (stereo not given),-6,6,0.0,-2,6[20 µM],-2,0.31,4,-7
O=C1CCN(C(=O)Cc2ccccc2[N+](=O)[O-])CC1,5,3,1.0,-5,-19,2,-0.092,-8,-28
CC(C)(C)n1c(O)c(C=Nc2ccc3c(c2)CCC3)c(=O)[nH]c1=O,3,12,0.1,-3,-14,-1,0.12,11,12
COc1ccc(CN2CCN(c3ccccc3F)CC2)c(OC)c1,.,-31,-0.5,3,-16,5,0.59,11,-13
CC(=NCc1ccc2c(c1)OCO2)c1c(O)n(-c2ccc(C)cc2)c(=O)[nH]c1=O,15,2,-2.0,-10,-23,-8,1.2,4,-10
# Later entries:
SMILES,Rad51 HR inh,m-calpain inh,PERK inhibitor,thrombin 1536,Furin inh,FXIa inh,Cl transport mod,FXIIa inh,hK5 inh
CSc1ccc(C(=O)C2CCCN(CCCn3cccn3)C2)cc1 (stereo not given),.,-26,1.3,-1,-30,1,.,6,.
CSc1nnc([C@@H](N)Cc2c[nH]c3ccccc23)o1,.,4,0.7,-6,-18,-4,0.24,1,.
CCCCCCOc1ccc(CN2CCN(CC)CC2)cc1,5,-17,-1.1,1,-23[20 µM],4,-0.17,8,4
C/C(=N\N1CCCCCC1)c1c(O)n(-c2ccc(C)cc2)c(=O)[nH]c1=O,.,22,-0.3,3,-21,7,0.62,14,-5
CN1C(=O)N(C)C(=O)C2(Cc3c(nc4ccccn4c3=O)N3CCc4ccccc4C32)C1=O (stereo not given),3,-93,-0.1,-4,-13,-8,0.23,10,-13
CCCCn1c(O)c(C(CC)=NCc2cccnc2)c(=O)[nH]c1=O,-5,-7,0.1,-4,-10[20 µM],-10,-0.55,-12,15
COc1ccc(NC(=S)NC(NC(=O)CF)C(Cl)(Cl)Cl)cc1[N+](=O)[O-] (stereo not given),-1,-12,0.5,1,-26,1,-0.086,-6,-6
O=C(Cc1ccccc1[N+](=O)[O-])N1CCN(Cc2ccc3c(c2)OCO3)CC1,-1,10,-0.1,-5,-25,-1,0.031,4,-1
CCCCCSc1cc(O)c(C(CNC)C(C)C)cc1OC (stereo not given),-5,24,-0.4,-7,-11,4,2,3,-19
CCC(=NCc1ccco1)c1c(O)n(-c2ccccc2C)c(=O)[nH]c1=O,-7,14,-0.4,-6,-22,-12,-0.63,3,5
N=c1c[n+](C2CCCCC2)[n-]o1,25,-15,0.7,0,-24,3,-0.0002,1,-17
CN(C)CC1CSCCC1(O)c1ccccc1 (stereo not given),-4,-11,1.3,1,-16[20 µM],6,.,17,-1
Cc1ccc(Cn2nnnc2CN2CCC(n3nnc4cc(C)ccc43)CC2)cc1,2,-21,-0.6,2,-19,-2,-1.3,15,-9
COc1cccc(-c2nc(CS(=O)CC(=O)N3CCC4(CC3)OCCO4)c(C)o2)c1 (stereo not given),.,8,0.2,2,-10,1,-5.5*,16,1
O=C1c2ccccc2C(=O)N1Cc1nc2ccccc2c(=O)n1-c1cccnc1,-5,-48,0.4,-9,-12[20 µM],3,-0.44,0,2
CCC(C)C1NC(=O)C(C(C)=O)=C1O (stereo not given),3,-15,.,6,-16,5,-0.6,11,4
CN1CCN(C(=O)COc2ccc3ccccc3c2Br)CC1,-1,-10,0.6,0,-8,-6,-0.27,10,-12
CN(C)CCCNCC(=O)Nc1ccc(Cl)cc1C(=O)c1ccccc1,-4,-10,0.0,-4,-17,-2,0.32,0,-5
CCCCCCCCCCCCn1ccc(=N)cc1,-4,30,-0.5,-4,-24,2,0.32,3,0
CSc1ncc(/C=C2/C(=O)NC(=O)N(c3ccc(Cl)cc3)C2=O)cn1,-5,12,0.0,-4,-16,1,-0.13,9,1
C/C(=N\N1CCCCC1)c1c(O)[nH]c(=O)[nH]c1=O,4,3,0.0,-11,-18,2,-0.19,2,-1
Cc1ccc(S(=O)(=O)N(C)C)cc1NC(=O)C(C)[N+]12CCN(CC1)CC2 (stereo not given),6,-19,-0.3,-4,-22,-4,-0.75,8,-2
Cn1c(O)c(C=NC2CCCCC2)c(=O)[nH]c1=S,-7,18,-0.7,1,-8,1,2.1,9,4
O=c1[nH]c(O)c(N=Nc2cc(C(F)(F)F)ccc2Cl)c(=O)[nH]1,-3,18,-0.8,22,1,0,-0.041,2,-2
NS(=O)(=O)c1ccc(N=Cc2c(O)n(-c3ccccc3)c(=O)[nH]c2=O)cc1,-9,12,1.0,.,3,13,0.73,5,-3

# Structures above with fluorine, in the order listed:
SMILES,Rad51 HR inh,m-calpain inh,PERK inhibitor,thrombin 1536,Furin inh,FXIa inh,Cl transport mod,FXIIa inh,hK5 inh
Cn1cccc1CNCCc1ccccc1F,-1,-6,-0.4,-4,-32,-2,0.22,4,-2
COc1ccc(CN2CCN(c3ccccc3F)CC2)c(OC)c1,.,-31,-0.5,3,-16,5,0.59,11,-13
COc1ccc(NC(=S)NC(NC(=O)CF)C(Cl)(Cl)Cl)cc1[N+](=O)[O-] (stereo not given),-1,-12,0.5,1,-26,1,-0.086,-6,-6
O=c1[nH]c(O)c(N=Nc2cc(C(F)(F)F)ccc2Cl)c(=O)[nH]1,-3,18,-0.8,22,1,0,-0.041,2,-2

# (list continues)
SMILES,Rad51 HR inh,m-calpain inh,PERK inhibitor,thrombin 1536,Furin inh,FXIa inh,Cl transport mod,FXIIa inh,hK5 inh
CC(C)CN1CCN(Cc2ccccc2C(F)(F)F)CC1CCO (stereo not given),22,-17,0.2,-3,-23,-3,-1.7,5,-1
Clc1ccc(CNC2CN3CCC2CC3)cc1 (stereo not given),.,6,0.0,-6,-24,3,-0.32,8,-8
CCC(=NCc1cccnc1)c1c(O)n(C2CCCCC2)c(=O)[nH]c1=O,-2,5,-0.6,-5,-29,18,-0.89,22,-11
CCOP(=O)(OCC)C1(C(=O)O)CCCC1,-2,-4,1.4,1,-36,12,0.28,6,6
CC(=O)N(C1=NCCCS1)c1ccc(F)cc1,5,-17,-1.1,-7,-9,-8,0.51,-4,-1
Cc1c(N=Nc2c(O)[nH]c(=S)[nH]c2=O)c(=O)n(-c2ccccc2)n1C,28,18,1.1,-2,16,11,-0.085,4,-67
CSc1ncc(CN2CCCC(C(=O)c3cccc(Cl)c3)C2)cn1 (stereo not given),-6,29,-0.3,-7,-10,0,0.89,9,5
COC(=O)C1=C(N)Oc2cc(C)oc(=O)c2C12C(=O)Nc1ccccc12 (stereo not given),4,4,0.3,-25,-15,-9,0.58,1,-6
CC1CCSP(=O)(Oc2ccccc2)O1 (stereo not given),17,11,2.5,-2,-17,11,0.71,8,3
NC(N)=N/N=C/c1cn(-c2ccccc2)nc1-c1cccs1,7,-105,1.4,5,-11,-4,-1.3,6,-9
CCOC(=O)N(C)c1ccc(C(O)(C(=O)OC)C(F)(F)F)cc1 (stereo not given),-2,-18,0.1,5,5[20 µM],22,0.66,29,-4
Cc1cc(S(=O)(=O)NC(C)C)ccc1OCC(=O)N1CCN(Cc2ccc3c(c2)OCO3)CC1,1,10,-0.2,-3,-19[20 µM],-8,.,-3,5
Cc1cccc(OP(=O)(Oc2ccccc2)OC(c2ccccc2)C(F)(F)F)c1 (stereo not given),.,10,-0.3,4,-5,8,-0.86,14,-5
CCOc1ccc(-c2cc(C)[n+](CCN3CCOCC3)c(-c3ccc(OCC)cc3)c2)cc1,13,-273,0.8,4,3,3,0.41,9,-1
COc1ccc(CC2(CCc3ccncc3)C(=O)NC(=O)NC2=O)c(OC)c1,-4,11,-0.3,32,-9,25,1,24,32
CC(C)C(=O)Nc1nnc(CCN(CCc2nnc(NC(=O)C(C)C)s2)[N+](=O)[O-])s1,7,9,0.5,-2,-28,6,0.6,9,-4
COc1ccccc1N1C(=O)NC(=O)C2(Cc3cc(C)ccc3N(C)C2)C1=O (stereo not given),-7,-30,-0.4,2,-12,-2,.,8,-22
COc1ccc(-c2[nH]ncc2CNC(C)Cc2ccsc2)c(F)c1 (stereo not given),-19,11,0.3,25,0,10,0.96,12,.
C/C(=N\NC(=O)c1ccccc1O)c1c(O)n(Cc2ccccc2)c(=O)[nH]c1=O,6,-15,1.4,1,-16,-2,-2.1,4,-6

# Of the compounds above, three have a COOH group:
SMILES,Rad51 HR inh,m-calpain inh,PERK inhibitor,thrombin 1536,Furin inh,FXIa inh,Cl transport mod,FXIIa inh,hK5 inh
Cc1ccc2c(c1Cl)NC(C(=O)O)C1CC(Sc3ccccc3[N+](=O)[O-])C(Cl)C21 (stereo not given),.,-16,-0.1,-3,-17,0,-1.8,4,1
COc1ccc(-c2cc(=NCCC(=O)O)c3cc(C)ccc3o2)cc1,-27,i,0.8,-42,-398,-39,0.45,-44,-44
CCOP(=O)(OCC)C1(C(=O)O)CCCC1,-2,-4,1.4,1,-36,12,0.28,6,6

# Not all compounds are listed; the hit share may differ from the screen's.
